FadD28 binding: inhibitors of Mycobacterium tuberculosis FadD28 bisubstrate binding; hit rate 0.22% among 360,000; FadD28 bisubstrate probe binding, fluorescence polarization; inhibition, % at 12.5 µM; AID 588549; in the data active = inhibition above about 8.5%, passing the limit was not always enough; inconclusive = no clear call, values can overlap the other calls
GDH-TPI inh: GDH-TPI coupled enzyme inhibition counter-screen. inhibition, % at 4.8 µM. hit rate 1.2% among 360,000. GDH-TPI coupled enzyme counterscreen, NADH absorbance;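 also: 0% = DMSO wells and 100% = wells lacking the enzyme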
DUSP3 inh: inhibitors of human VHR1 phosphatase (DUSP3) | recombinant VHR phosphatase, pNPP absorbance | P51452 | AID 1654 | hit rate 0.52% among 290,000 | inhibition, % at 13.3 µM; in the data active = inhibition above about 50%; also: some compounds called inactive have numbers as strong as hits
Rv3671c protease: Rv3671c (M. tuberculosis) protease inhibition; hit rate 0.048% among 320,000; inhibition, % at 5.96 µM; AID 2606; P9WHR9; in the data active = inhibition above about 38%;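 also: extracellular domain of Rv3671c used as enzyme; 0% = enzyme with DMSO and 100% = no enzyme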
Target sequence (P9WHR9 whole entry, looked up, the tested form may be a part): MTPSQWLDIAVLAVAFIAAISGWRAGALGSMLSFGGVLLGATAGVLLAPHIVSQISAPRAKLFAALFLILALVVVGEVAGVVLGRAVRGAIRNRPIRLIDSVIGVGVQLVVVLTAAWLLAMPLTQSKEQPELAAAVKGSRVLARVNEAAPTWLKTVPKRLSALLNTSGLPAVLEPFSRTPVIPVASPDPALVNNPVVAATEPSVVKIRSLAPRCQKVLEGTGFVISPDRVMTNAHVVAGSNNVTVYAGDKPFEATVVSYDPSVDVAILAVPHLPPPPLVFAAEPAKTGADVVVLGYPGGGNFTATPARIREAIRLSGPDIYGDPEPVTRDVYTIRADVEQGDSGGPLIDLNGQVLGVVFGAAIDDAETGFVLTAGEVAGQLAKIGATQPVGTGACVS
CCHF vOTU inh: CCHFV vOTU protease inhibition | inhibition, % at 11.5 µM | Pep-AMC fluorescence | hit rate 0.55% among 370,000 | AID 651958; also: 0% = vehicle wells with enzyme and 100% = no enzyme wells
BoNT-F LC inh: BoNT F light chain protease inhibition; inhibition, % at 10 µM; Multiplex microsphere protease cleavage assay, flow cytometry; hit rate 0.22% among 360,000; in the data active = inhibition above about 35%, passing the limit was not always enough; inconclusive = no clear call, values can overlap the other calls; also: plate controls were buffer without enzyme for full effect and enzyme alone for no effect
MazF activator: MazEF (E. coli) toxin RNase activation; P0AE70; FAM/BHQ RNA-DNA oligo cleavage fluorescence, 5 h; activation, % at 20 µM; hit rate 0.32% among 350,000; in the data active = activation above about 50%
Target sequence (P0AE70 whole entry, looked up): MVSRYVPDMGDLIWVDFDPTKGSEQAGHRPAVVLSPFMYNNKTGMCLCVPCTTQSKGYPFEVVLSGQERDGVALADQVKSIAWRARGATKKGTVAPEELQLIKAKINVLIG
UGM FP inh: Mtb UDP-galactopyranose mutase inhibition | P9WIQ1 | purified UGM, fluorescence polarization probe displacement | inhibition, % at 10 µM | hit rate 0.06% among 320,000; in the data active = inhibition above about 10%, passing the limit was not always enough; inconclusive = no clear call, values can overlap the other calls
Target sequence (P9WIQ1 whole entry, looked up): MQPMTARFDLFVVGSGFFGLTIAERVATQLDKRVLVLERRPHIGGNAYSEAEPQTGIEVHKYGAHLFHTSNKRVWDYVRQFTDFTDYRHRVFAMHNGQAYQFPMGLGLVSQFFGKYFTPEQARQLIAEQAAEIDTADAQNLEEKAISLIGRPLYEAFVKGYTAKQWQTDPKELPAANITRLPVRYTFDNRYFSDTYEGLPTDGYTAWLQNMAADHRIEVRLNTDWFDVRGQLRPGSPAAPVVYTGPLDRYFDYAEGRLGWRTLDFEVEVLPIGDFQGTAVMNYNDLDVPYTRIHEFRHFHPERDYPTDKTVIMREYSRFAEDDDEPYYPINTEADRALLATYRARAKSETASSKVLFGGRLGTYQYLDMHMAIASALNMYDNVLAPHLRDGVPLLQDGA
Mtb FBA inh: inhibits M. tuberculosis FBA enzyme | P9WQA3 | purified M. tuberculosis FBA, fluorescence read-out | inhibition, % at 1 µM | hit rate 2.3% among 360,000 | AID 588726; in the data active = inhibition above about 27%;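 also: 0% = vehicle and 100% = reference inhibitor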
Mtb BioA inh: blocks M. tuberculosis BioA enzyme activity | purified M. tuberculosis BioA enzyme, plate reader | inhibition, % at 9.99 µM | hit rate 0.096% among 360,000; in the data active = inhibition above about 40%; inconclusive = no clear call, values can overlap the other calls
Starred values were filed as active, the others as inactive; ? = inconclusive; · = no result given; + = active, no number. Rule as the data show it, unless noted: active = inhibition above about 30%; inactive = the rest.

SMILES	FadD28 binding	GDH-TPI inh	DUSP3 inh	Rv3671c protease	CCHF vOTU inh	BoNT-F LC inh	MazF activator	UGM FP inh	Mtb FBA inh	Mtb BioA inh
O=C(NNc1c2ccccc2nc2ccccc12)C(O)c1ccccc1 (centres undefined)	1.6	3	3	16	-14	4	7	-0.2	21	-3.9
CC1CCN(C(=O)NC(=O)c2ccccc2)CC1	·	-2	6	-5	4	2	1	-0.5	1	0.3
Cc1ccc2nc(CC(O)(c3ccccc3)c3ccccc3)ccc2c1	-2.9	-3	·	·	7	-5	-4	·	-2	1.2
C(=N\NC(=Nc1ccccc1)c1ccccn1)/c1ccccn1	0.6	12	15	-6	10	-16	4	3.4	3	·
N/C(Cc1ccc(Cl)cc1)=N\OC(=O)c1cccc2ccccc12	-4.4	-7	18	-5	3	-6	1	-0.5	1	·
CCOC(=O)c1c(C)[nH]c(C(=O)OC(C)C(=O)NCc2ccccc2)c1C (centres undefined)	-1.8	-5	·	-1	-6	3	-8	-0.7	3	-0.8
NC(=O)c1c(NC(=O)c2cnccn2)sc2c1CCCC2	-1.9	8	13	-6	9	-6	14	-0.9	6	·
COC(=O)c1ccc(Cl)c(NS(=O)(=O)c2ccc3c(c2)OCCO3)c1	?	-7	3	-5	0	2	-2	-0.8	10	0.2
Cc1cc(=O)n2nc(N3CCCC(C(=O)NCc4ccc5c(c4)OCO5)C3)sc2n1 (centres undefined)	-1.0	4	4	-1	-4	-8	2	0.2	0	-1.0
CCOC(=O)C1CCN(S(=O)(=O)c2cc(C(=O)OC)n(C)c2)CC1	0.1	6	-6	-2	-4	3	-3	-1.6	1	-1.3
CCOC(=O)CCC(NC(=O)c1ccc(CNc2nc3cc(C(F)(F)F)ccc3nc2C(=O)OCC)cc1)C(=O)OCC (centres undefined)	-1.9	14	·	·	-5	-12	-18	·	5	·
COCCCNC(=O)Cn1cc(/C=C(\C#N)C(=O)NC2CC2)c2ccccc21	0.6	21	64	-3	9	12	16	-2.2	-3	-2.7
NS(=O)(=O)c1ccc(CCNC(=O)CN2CCN(Cc3cccc4ccccc34)CC2)cc1	-3.5	-5	-25	-1	9	8	-5	-1.4	-2	1.2
CN(C)c1ccc(C(=O)c2ccc(N(C)C)c(N)c2)cc1N	1.5	10	13	7	13	-22	1	0.1	5	-1.0
CC1CCCN(C(=O)CCS(=O)(=O)c2ccc3c(c2)NC(=O)C(C)S3)C1 (centres undefined)	-2.8	-3	16	-2	·	-8	1	-0.5	1	5.7
COCCCN(Cc1cccs1)S(=O)(=O)c1c[nH]c(C(=O)OC)c1	-3.1	-4	3	3	14	8	6	0.7	0	1.8
CC1=NN(c2cccc(C(=O)O)c2)C(=O)/C1=C\C=C/c1ccccc1	-0.3	26	15	·	3	-6	7	·	-3	·
CC1CCCN(S(=O)(=O)c2ccc(Br)s2)C1 (centres undefined)	-0.9	2	34	-9	-2	2	-3	0.9	1	-1.8
NS(=O)(=O)c1ccc(NC(=S)N2CCN(c3ccccc3Cl)CC2)cc1	-3.4	-8	-1	12	-10	-3	-1	0.4	-2	·
CCOC(=O)N1CCN(c2c(N3CCN(c4ccccn4)CC3)c(=O)c2=O)CC1	0.9	7	-2	0	-2	-5	4	-1.4	4	0.3
CCOC(=O)c1ccc(NC(=O)CSc2nc(=O)n(CCN3CCOCC3)c3c2CCC3)cc1	0.7	6	·	-3	-2	25	-15	·	0	-0.4
c1ccc(SCCOCCn2cncn2)cc1	-4.2	-7	-4	-6	4	-3	8	0.5	-1	0.3
Brc1cc2c(cc1COc1ccc(-c3nn[nH]n3)cc1)OCO2	-11	6	13	-15	9	2	-4	-2.6	-1	2.4
C=C(C)[C@@]12OC3(c4ccccc4)O[C@@H]1C1[C@@H]4O[C@]4(CO)[C@@H](O)[C@]4(O)C(=O)C(C)=C[C@H]4[C@@]1(O3)[C@H](C)[C@H]2OC(=O)/C=C/C=C/c1ccccc1 (some centres undefined)	0.7	7	·	-24	·	6	-13	0.4	2	-0.7
O=C(COC(=O)/C=C/c1ccc(F)cc1)Nc1cc(C(F)(F)F)ccc1N1CCOCC1	0.4	2	23	-11	-6	-3	-1	-0.1	-1	·

Additional records
SMILES	FadD28 binding	GDH-TPI inh	DUSP3 inh	Rv3671c protease	CCHF vOTU inh	BoNT-F LC inh	MazF activator	UGM FP inh	Mtb FBA inh	Mtb BioA inh
COCCCNC(=S)N(Cc1ccccc1)Cc1nc2ccccc2c(=O)[nH]1	-4.4	-4	-5	7	-3	-8	1	-2.5	-3	-2.0
CC(C)C(=O)NNS(=O)(=O)c1ccccc1	0.1	8	27	0	2	5	-25	-1.3	2	·
CCOP(=O)(Cc1ccc(C(C)(C)CC(C)=O)o1)OCC	0.3	3	-2	0	9	?	-8	-0.2	5	-5.3
Cc1ccc(NC(=O)COC(=O)Cn2nc(-c3ccc(F)cc3)oc2=O)cc1C	-4.8	-1	·	7	-9	5	1	-0.9	-1	-1.5
COCCCNC(=O)CN1C(=O)COc2ccc(S(=O)(=O)N3CCCCCC3)cc21	-0.7	14	24	-4	11	2	7	-0.2	6	-1.4
CC1(C)CC(=O)c2c(O)cc(OCC(=O)NCCc3ccc(S(N)(=O)=O)cc3)cc2O1	0.1	7	41	0	-4	-12	-8	1.4	3	-2.0
CCOc1ccc(NC(=O)CN(C)C(=O)C2CC(=O)N(CCc3ccc(OC)c(OC)c3)C2)cc1OCC (centres undefined)	-0.1	1	·	·	-4	-13	-4	·	-1	0.1
CN(CCN1CCOCC1)C(=O)c1cc(COc2ccc(F)cc2Cl)on1	-3.3	1	·	·	2	7	9	·	-1	-0.4
COc1ccc(NC(=S)N/N=C2\CC(C)(C)Oc3ccc(O)cc32)cc1	0.0	17	30	3	2	-6	-4	1.7	3	·
NS(=O)(=O)c1ccc(CCNC(=O)c2ccc(Cl)c(S(=O)(=O)N3CCCCCC3)c2)cc1	-4.1	5	·	·	17	0	1	·	3	0.3
CCCCn1c(=O)n(CC(=O)Nc2c(CC)cccc2CC)c(=O)c2c1nc(CO)n2CCC	-1.8	3	0	-3	6	-8	-3	-0.3	-3	-2.5
COc1ccccc1-c1ccc(SCC(=O)NC2CCCCC2)nn1	-1.5	-2	14	5	6	-1	1	0.7	-2	0.4
CN(CC(=O)NCc1ccc(Cl)cc1)S(=O)(=O)c1cccc2nsnc12	-5.2	-4	17	-6	-4	-8	-18	0.5	-1	3.2
COc1ccc(C(=O)Nc2ccnn2C2CCN(Cc3ccncc3)CC2)cc1	-2.5	-2	27	-2	8	-4	-1	0.7	6	-1.3
Cc1ccc(-n2c(O)c(/C=C3/C(c4ccccc4)=Nc4ccccc43)c(=O)[nH]c2=O)cc1	4.5	5	9	-31	0	-9	-28	-0.1	1	·
CNc1ccc(Br)cc(C(=O)/C=C/c2ccc(OC)cc2OC)c1=O	2.5	30	2	1	10	-11	-1	1.6	2	-1.2
S=C(NCc1ccccn1)Nc1ccc(Cl)c(Cl)c1	-3.4	-1	17	-3	9	-3	2	-0.2	-1	·
Cn1c(=O)c2c(ncn2CC(=O)N/N=C/c2ccco2)n(C)c1=O	-1.4	10	16	-4	-6	-27	8	0.5	-2	·
CSc1nc(N)n2nccc2n1	-0.6	·	·	·	-10	-4	·	·	-1	·
Cc1ccc(NC(=O)C2=C(O)c3ccccc3N(C)S2(=O)=O)cc1	-1.2	15	-7	-6	1	-11	-11	-0.3	8	3.0
C[C@@H]1COC(=O)[C@@H](CC(=O)OC(C)(C)C)C/C=C\C[C@@H](CC(=O)N[C@@H](CO)Cc2ccccc2)C(=O)N1	-1.7	5	·	1	-5	-4	10	-2.9	1	-0.4
Cc1cc(C)n(-c2nnc3c4ccccc4n(C)c3n2)n1	-4.6	0	27	0	-2	-20	6	1.3	3	-0.6
CCOC(=O)N1CCN(C(=S)NC(=O)c2cccc(OC)c2)CC1	0.0	9	·	4	4	-11	-14	-1.3	5	-1.0
COC(=O)c1ccc(-c2ccc(F)cc2)nc1C	-1.3	4	-11	0	-6	-4	12	2.5	2	2.5
COc1ccc(C(=O)C(c2ccccc2)N2CCOCC2)cc1 (centres undefined)	-0.9	11	14	7	11	1	-6	-2.1	-3	-0.4

Reformatted: results already given.
Values run as follows: FadD28 binding	GDH-TPI inh	DUSP3 inh	Rv3671c protease	CCHF vOTU inh	BoNT-F LC inh	MazF activator	UGM FP inh	Mtb FBA inh	Mtb BioA inh
NC(=O)c1c(NC(=O)c2cnccn2)sc2c1CCCC2
→ -1.9	8	13	-6	9	-6	14	-0.9	6	·
COc1ccccc1-c1ccc(SCC(=O)NC2CCCCC2)nn1
→ -1.5	-2	14	5	6	-1	1	0.7	-2	0.4
CCOP(=O)(Cc1ccc(C(C)(C)CC(C)=O)o1)OCC
→ 0.3	3	-2	0	9	?	-8	-0.2	5	-5.3
Brc1cc2c(cc1COc1ccc(-c3nn[nH]n3)cc1)OCO2
→ -11	6	13	-15	9	2	-4	-2.6	-1	2.4
COC(=O)c1ccc(-c2ccc(F)cc2)nc1C
→ -1.3	4	-11	0	-6	-4	12	2.5	2	2.5
CCOC(=O)N1CCN(C(=S)NC(=O)c2cccc(OC)c2)CC1
→ 0.0	9	·	4	4	-11	-14	-1.3	5	-1.0

Later entries:
SMILES	FadD28 binding	GDH-TPI inh	DUSP3 inh	Rv3671c protease	CCHF vOTU inh	BoNT-F LC inh	MazF activator	UGM FP inh	Mtb FBA inh	Mtb BioA inh
COCCN(C(=O)C1CCN(C(=O)c2ccccc2C)CC1)c1c(N)n(CC(C)C)c(=O)[nH]c1=O	-2.9	7	·	-1	1	3	-2	2.1	2	-1.4
CC(=O)NCCC(=O)N1CCc2c([nH]c3ccccc23)C1c1cccc(C)c1 (centres undefined)	-4.6	1	4	-1	0	0	3	0.5	3	0.4
O=C(O)c1cccc2c1C(=O)c1cc([N+](=O)[O-])ccc1-2	-0.7	0	·	·	6	-3	-5	·	1	·
C[C@@H](C(=O)OCn1nnc2ccccc2c1=O)N1C(=O)C2CCCCC2C1=O (some centres undefined)	0.0	-2	18	-3	-6	-3	8	3.4	0	0.5
CCCCCSc1cc(O)c(C(CNC)C(C)C)cc1OC (centres undefined)	-1.8	4	-6	2	-7	1	12	·	1	0.4
Nc1ccc(-c2nc3ccc(N)cc3s2)cc1	2.8	47*	26	-6	-422	-13	4	-0.5	+	-1.0
CCN(CC)C(=O)Nc1cnc2ccccc2c1	-4.2	-9	26	-12	-6	-7	2	0.0	2	0.0
COc1ccc(S(=O)(=O)c2nnn(-c3ccccc3Cl)c2N)cc1	-3.9	6	25	-5	8	-1	-10	-1.8	-1	·
O=C(Nc1ccccc1)NC1CCCCCCC1	0.6	-2	·	-3	-8	·	2	-0.7	4	1.1
Cc1cc(C)c(OCCN(C)Cc2ccccc2)c(Br)c1	-2.0	2	6	-2	-2	-2	-3	2.9	1	·
COc1ccc(O)c(/C=N/NS(=O)(=O)c2ccc(C)cc2)c1	-1.7	8	12	1	6	-13	9	-2.5	2	6.9
